High-throughput results (PubChem BioAssay)
RPL19A-GFP yeast = modulators of TOR pathway RPL19A-GFP in S. cerevisiae; percent response vs DMSO, % at 10 µM; S. cerevisiae RPL19A-GFP strain, flow cytometry, 3 h; active compounds read low; AID 2025; 330,000 tested, 0.3% active;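 active = percent response vs DMSO below 50%; inconclusive = fewer than 70 events counted for the yeast strain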;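 also: median channel GFP fluorescence of the barcoded RPL19A-GFP strain; ratio of sample median GFP to plate DMSO average so 100% = DMSO; lower means less RPL19A-GFP as with rapamycin TOR inhibition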
GRK2 aptamer HTS = human GRK2 inhibition via aptamer displacement | bead flow cytometry, FAM-aptamer displacement from GRK2 | inhibition of aptamer binding, % at 10 µM | 330,000 tested, 0.59% active;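 active = inhibition of aptamer binding above 40%, roughly 3 SD of noise, on plates passing a quality check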;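 also: median bead fluorescence of bound FAM aptamer so fluorescent compounds give negative values; no value below 0 was filed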
AGP1 TOR yeast = yeast TOR pathway AGP1-GFP modulation | S. cerevisiae AGP1-GFP multiplex flow cytometry, 3 h; GFP as percent of DMSO wells | GFP response vs DMSO, % at 10 µM | 320,000 tested, 0.02% active;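 active = GFP response relative to DMSO above a set limit, near screen average plus 3 SD, cut at about 150% in these data; inconclusive = fewer than 70 cells counted for the yeast strain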;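 also: median GFP channel fluorescence of the gated AGP1 strain per well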
VLA-4 inh = inhibition in a human VLA-4 binding assay. VLA-4 expressing cells, ligand binding flow cytometry. inhibition, % (about 7 µM as worked out from the volumes in the protocol). 330,000 tested, 0.2% active. P13612; in the data active = inhibition above about 50%
Target sequence (P13612 whole entry, looked up): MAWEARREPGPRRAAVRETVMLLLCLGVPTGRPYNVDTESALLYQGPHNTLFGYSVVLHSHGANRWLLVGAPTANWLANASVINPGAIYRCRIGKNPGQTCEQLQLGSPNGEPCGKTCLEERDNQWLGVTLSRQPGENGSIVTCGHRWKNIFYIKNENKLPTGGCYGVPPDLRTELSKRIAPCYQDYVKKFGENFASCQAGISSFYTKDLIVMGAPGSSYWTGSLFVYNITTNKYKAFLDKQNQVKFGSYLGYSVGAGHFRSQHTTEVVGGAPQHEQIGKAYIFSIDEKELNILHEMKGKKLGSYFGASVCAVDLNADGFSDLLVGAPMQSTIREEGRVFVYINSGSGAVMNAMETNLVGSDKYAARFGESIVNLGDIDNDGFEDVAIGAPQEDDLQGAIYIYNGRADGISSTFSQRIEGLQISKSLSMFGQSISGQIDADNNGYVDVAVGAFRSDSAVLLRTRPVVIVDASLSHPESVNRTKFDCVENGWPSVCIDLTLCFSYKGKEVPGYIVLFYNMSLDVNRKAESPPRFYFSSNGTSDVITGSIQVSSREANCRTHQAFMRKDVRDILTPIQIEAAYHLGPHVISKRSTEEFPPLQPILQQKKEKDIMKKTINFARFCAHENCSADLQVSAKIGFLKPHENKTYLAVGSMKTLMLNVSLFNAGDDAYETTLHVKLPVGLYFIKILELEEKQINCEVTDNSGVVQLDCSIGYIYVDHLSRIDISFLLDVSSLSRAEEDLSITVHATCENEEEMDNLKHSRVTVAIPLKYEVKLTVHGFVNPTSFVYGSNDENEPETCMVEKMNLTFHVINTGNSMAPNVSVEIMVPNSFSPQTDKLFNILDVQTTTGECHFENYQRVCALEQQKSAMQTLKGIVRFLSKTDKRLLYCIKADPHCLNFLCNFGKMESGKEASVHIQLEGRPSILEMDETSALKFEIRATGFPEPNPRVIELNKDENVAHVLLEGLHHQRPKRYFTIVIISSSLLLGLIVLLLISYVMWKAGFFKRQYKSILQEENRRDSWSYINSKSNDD
LAP4 TOR yeast = alters LAP4-GFP fluorescence in TOR pathway yeast screen; 320,000 tested, 0.34% active; S. cerevisiae LAP4-GFP multiplex, flow cytometry GFP, 3 h; median GFP as percent of DMSO wells; GFP response vs DMSO, % at 10 µM;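 active = GFP response vs DMSO above a set limit, about the screen mean plus 3 SD, cut at about 150% in these data; inconclusive = under 70 cell events counted for the yeast strain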
MEP2 TOR yeast = yeast TOR pathway MEP2-GFP modulation; AID 2016; GFP response vs DMSO, % at 10 µM; 330,000 tested, 0.51% active; S. cerevisiae MEP2-GFP strain, flow cytometry GFP, 3 h; 100% = DMSO control level;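 active = GFP response versus DMSO above a set limit, roughly screen mean plus 3 SD, cut at about 180% in these data; inconclusive = fewer than 70 cells counted for a yeast strain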;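 also: median GFP fluorescence of the barcode-gated MEP2-GFP cells per well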
CIT2 TOR yeast = yeast TOR pathway CIT2-GFP modulation. GFP response vs DMSO, % at 10 µM. 320,000 tested, 0.065% active. AID 2029. S. cerevisiae CIT2-GFP strain, flow cytometry, 3 h; 100 means same as DMSO wells;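 active = GFP response relative to DMSO above a set limit, near the screen mean plus 3 SD, cut at about 150% in these data; inconclusive = Fewer than 70 cells measured for a yeast strain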;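 also: ratio of well median GFP fluorescence to mean of DMSO wells on the plate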
JMJD2C inh = inhibitors of human GASC-1 (JMJD2C) demethylase; Q9H3R0; GST-JMJD2C(1-420) H3K9me3 demethylation, DELFIA europium; inhibition, % at 2.35 µM; 330,000 tested, 0.069% active; AID 2099;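 active = more than half of a compound's replicate wells show inhibition beyond 50%, single wells judged on their own value; inconclusive = some, but no more than half, of replicates pass 50% inhibition; inactive = no replicate passes 50% inhibition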;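 also: signal counts dimethyl H3K9 product captured on neutravidin plate; 0% = median of DMSO wells and 100% = 0.3 times that DMSO median; strong numbers were not always called active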
Starred values were filed as active, the others as inactive; ? = inconclusive; nt = not tested or not shown; [ ] = remark or other dose.

A first look, 2 compounds:
SMILES	RPL19A-GFP yeast	GRK2 aptamer HTS	AGP1 TOR yeast	VLA-4 inh	LAP4 TOR yeast	MEP2 TOR yeast	CIT2 TOR yeast	JMJD2C inh
Cc1ccc(OCCOCCNC(C)C)c(Br)c1	98	0	100	0	96	100	105	-5
C[C@H]1COC(=O)[C@H](Cc2ccc(F)cc2)CC/C=C/C[C@@H](CC(=O)N[C@@H](CO)Cc2ccccc2)C(=O)N1	103	7	103	-1	99	102	99	25

Main list, previewed entries included:
SMILES	RPL19A-GFP yeast	GRK2 aptamer HTS	AGP1 TOR yeast	VLA-4 inh	LAP4 TOR yeast	MEP2 TOR yeast	CIT2 TOR yeast	JMJD2C inh
Cc1ccc(OCCOCCNC(C)C)c(Br)c1	98	0	100	0	96	100	105	-5
C[C@H]1COC(=O)[C@H](Cc2ccc(F)cc2)CC/C=C/C[C@@H](CC(=O)N[C@@H](CO)Cc2ccccc2)C(=O)N1	103	7	103	-1	99	102	99	25
O=S(=O)(c1ccc(Cl)cc1)N1CCN(Cc2cccnc2)CC1	103	4	99	-3	91	110	107	4
COCCNC(=O)c1ccc(NC(=O)C2(c3ccccc3)CCCC2)cc1	97	2	102	-6	101	95	97	2
CNC(=O)NC(=O)COc1ccc2oc3c(c2c1)CCCC3	?	3	71[may fluoresce red]	7	?	115[may fluoresce red]	114[may fluoresce red]	-3
CCC(C)NC(=O)CN1C(=O)COc2ccc(S(=O)(=O)N3CCOCC3)cc21 (stereo not drawn)	103	0	104	6	93	104	107	-11
CCS(=O)(=O)N1CCN(c2ncnc3sc(C)c(C)c23)CC1	98	3	100	-6	99	100	91	-15
CC(C)c1ccc(/C=C/c2[nH]c(=O)[nH]c(=O)c2[N+](=O)[O-])cc1	105	2	103	-2	86	104	106	6
O=C(NCC(=O)N1CCN(Cc2ccccc2)CC1)c1cccs1	97	0	97	-4	93	104	111	-1
CCOc1ccc(CNC(=O)CCCn2nc(C)c3c(C)n(-c4ccc(C)cc4)nc3c2=O)cc1	103	3	103	5	99	107	106	-8
CN1CCN(S(=O)(=O)c2ccc(Cl)cc2)CC1	81	6	128	1	70	75	63	-11
O=C(NCC1CCCO1)c1cccc(Oc2ccc([N+](=O)[O-])cc2Cl)c1 (stereo not drawn)	101	4	99	-2	84	99	98	9
Cn1c(/C(C#N)=C(\O)c2ccc([N+](=O)[O-])s2)nc2ccccc21	102	0	86	5	98	105	94	2
COc1ccc(CCNc2c(C=O)c(=O)[nH]c3ccccc23)cc1OC	107	0	102	7	95	104	105	-4
COCC(=O)Nc1ccc(Br)cc1C	99	0	102	1	99	103	107	-1
Cc1cccc(-c2nnc(NC(=O)c3ccc(Cl)cc3)o2)c1	101	1	101	1	139	108	111	2
CC(=O)c1ccc(OCC(=O)c2ccc(-c3ccccc3)cc2)cc1	102	3	99	10	103	106	97	-1
CNC(=S)N(CCO)Cc1cc2cc3c(cc2[nH]c1=O)OCO3	99	0	101	0	99	102	107	-7
Cc1cccc(C(=O)N/N=C/c2cc(Br)c(Br)o2)c1	108	2	100	7	99	75	95	0
CCC(=O)Nc1cccc(-n2nnnc2SCC(=O)N2CCCCC2)c1	116	3	117	-8	107	111	121	9
CCC(C)Sc1cc(-c2nc3ccc(C)cn3c2NCc2ccccc2)ccc1OC (stereo not drawn)	102	2	87	4	134	97	78	15
CC(=O)NC1C(=O)N=C(SCc2ccccc2)NC1=O (stereo not drawn)	97	2	nt	-2	105	96	98	-9
COC(=O)CC(NC(=O)c1ccc(C)cc1)c1ccc2c(c1)OCO2 (stereo not drawn)	93	2	92	14	90	89	90	-20
OCC1CCN(Cc2cn(Cc3ccccc3)nc2-c2cc3ccccc3o2)CC1	100	0	101	8	110	98	93	3
CN(C(=O)COC(=O)c1cc(S(=O)(=O)N2CCCCC2)ccc1Cl)c1ccccc1	95	0	94	4	98	90	85	-5
O=C(CCN1C(=O)c2ccncc2C1=O)NCc1ccc(Cl)cc1	93	0	95	-7	nt	97	97	2
CCc1ccccc1N(CC(=O)NCC1CCCO1)C(=O)CCC(=O)Nc1nccs1 (stereo not drawn)	102	0	103	2	94	107	109	-3
COc1ccc([C@H]2CC(=O)C=C(c3ccc(CNC(=O)OC(C)(C)C)cc3)C2)cc1	101	1	103	-4	106	101	97	nt
O=C(NC(CO)Cc1ccccc1)c1ccccc1 (stereo not drawn)	103	0	107	3	98	106	105	15
COc1cccc(-n2nc(C(N)=O)c(O)cc2=O)c1	98	3	105	3	99	98	106	-14
O=C(CN1CCC(NC(=O)c2ccccc2F)CC1)Nc1ccc2c(c1)OCCO2	101	1	99	-3	93	104	102	1
COC(=O)c1ccc(NC(=O)Cn2nc(C)cc2C)cc1	107	3	100	14	103	100	104	-14
CCCCN1C(=O)C(NC(=O)C2CC2)(C(F)(F)F)C2=C1CC(C)(C)CC2=O (stereo not drawn)	104	0	106	-14	110	103	110	4
CC1CCCN(S(=O)(=O)c2cccc(-c3cn4cccnc4n3)c2)C1 (stereo not drawn)	61[may fluoresce violet]	0	nt	8	84[may fluoresce violet]	177*[may fluoresce violet]	?	-2
CC(=O)C1=C(C)OC(N)=C(C#N)C1c1cccc2ccccc12 (stereo not drawn)	106	2	nt	3	nt	102	nt	-44
C=CCOc1ccc(C(=O)N(Cc2ccc(N(C)C)cc2)C2CCS(=O)(=O)C2)cc1 (stereo not drawn)	96	6	95	0	97	95	96	-31
CC(C)(C)N(Cc1ccccc1)C(=O)CN1C(=O)NC2(CCCCCC2)C1=O	114	3	114	-2	108	108	108	6
CCOCC(=O)Nc1ccc2c(c1)N(S(=O)(=O)c1cccs1)CCC2	99	0	114	3	113	97	94	-31
Nn1c(SCC(=O)Nc2ccccc2F)nnc1C1CCCCC1	96	2	96	16	91	96	99	-8
COc1ccc(NC(=O)c2ccc(NC(=O)CSc3nccc(=O)[nH]3)cc2)cc1	96	0	102	5	104	99	94	8
Cn1c(SCc2cc(=O)n3cc(Br)ccc3n2)nnc1C1COc2ccccc2O1 (stereo not drawn)	103	4	103	16	113	107	101	-2
COc1ccc(NC(=O)CSc2n[nH]c(-c3ccccc3)n2)cc1S(N)(=O)=O	110	2	116	14	125	107	99	3
COc1ccc(OC)c(NC(=O)CN(c2ccc(C(C)C)cc2)S(=O)(=O)c2c(C)noc2C)c1	103	5	106	10	101	109	104	5
O=[N+]([O-])c1ccc(C2Nc3cccc4cccc(c34)N2)cc1	103	0	104	-8	88	107	109	6
COc1ccc(O)c(C(=O)c2cnn(C(=O)c3ccc(C)cc3)c2)c1	106	0	110	9	109	107	103	2
Cc1cccc(NS(=O)(=O)c2cccc3cccnc23)n1	100	1	102	45	101	109	93	10
O=C(Nc1ccc(S(=O)(=O)NCc2ccco2)cc1)c1cccc(F)c1	92	6	90	2	90	96	98	13
Cn1c(=O)c2c(ncn2CC(O)CNc2ccc(Br)cc2)n(C)c1=O (stereo not drawn)	112	1	120	0	113	106	115	64
CCCC1=Nc2cc(C(=O)NCc3ccco3)ccc2Sc2ccccc21	94	3	83	40	91	96	89	-8
CCC(=O)NC(=S)Nc1cc(C(=O)O)ccc1OC	95	1	115	9	109	106	93	6
Next results follow:
SMILES	RPL19A-GFP yeast	GRK2 aptamer HTS	AGP1 TOR yeast	VLA-4 inh	LAP4 TOR yeast	MEP2 TOR yeast	CIT2 TOR yeast	JMJD2C inh
CC(SCc1ccccc1)C(=O)Nc1ccccc1 (stereo not drawn)	95	1	90	9	94	98	90	33
Cc1ccc(NC(=O)c2cc(-c3ccc(C)o3)nc3ccccc23)nc1	95	0	96	-5	108	101	nt	6
COc1ccc(C2C(C(=O)Nc3cccc(C)n3)CCC(=O)N2c2ccc(OC)cc2)cc1 (stereo not drawn)	103	0	102	2	108	104	97	27
COc1cc(-c2cc(C(=O)Nc3ccc(C)c(S(=O)(=O)N4CCOCC4)c3)c3ccccc3n2)cc(OC)c1OC	103	1	110	-17	106	106	113	-20
O=C(O)/C=C/C(=O)Nc1ccc(Cl)c(C(=O)O)c1	93	3	103	4	102	95	95	10
CC(=O)N(C(C)=O)N1C(=O)/C(=C/c2ccc(Cl)cc2)SC1=S	107	0	79	20	91	85	72	0
Cc1nn(CC#N)c(=O)n1-c1ccc(C(C)C)cc1	108	1	103	9	106	104	105	-15
COc1ccccc1NS(=O)(=O)c1ccc(C(=O)N2CCN(c3ccccc3)CC2)cc1	103	1	103	-12	102	110	98	1
C/C(=N\N=C\c1cccc(F)c1)c1nnn(-c2nonc2N)c1C	102	0	104	-10	101	104	103	-15
C=CCC(Nc1ccccc1)C12C=CC(O1)C(C(=O)OC)=C2C(=O)OC (stereo not drawn)	108	0	101	9	104	99	103	11
O=C(COC(=O)c1ccc2ncsc2c1)Nc1ccccc1Cl	97	1	79	12	81	99	82	10
CCN1C(=NCCOC)N[C@@H](c2cccc(F)c2)C(C(=O)OC)=C1C	96	4	85	12	105	86	70	1
COc1ccccc1/C=C/CN1CCC(n2nccc2NC(=O)C2CC2)CC1	103	0	103	9	95	98	103	2
CC(Oc1ccc(Cl)cc1Cl)C(=O)NNC(=O)C(=O)N1CCCC1 (stereo not drawn)	104	0	99	5	97	96	101	3
Cc1ccc(OCC(=O)NN2C(=O)c3ccccc3C2=O)c(C)c1	102	3	106	5	105	109	106	-6
O=C(c1ccc(N2CCCCS2(=O)=O)cc1)N1CCN(c2ccc(N3CCOCC3)nn2)CC1	98	1	106	2	99	102	99	2
Cn1c(=O)n(C)c2cc(S(=O)(=O)NCCOCCO)ccc21	95	1	98	16	97	100	97	6
COc1ccc(CC(=O)NCCc2ccc(S(N)(=O)=O)cc2)cc1	100	0	109	0	91	102	105	-1
CCNC(=S)NNC(=O)c1ccc(S(=O)(=O)NCc2ccco2)cc1	99	0	101	3	92	106	108	7
Cc1ccc(OCCn2cnc3ccccc3c2=O)c([N+](=O)[O-])c1	103	1	104	6	103	109	101	9
CCN(Cc1ccccc1)C(=O)CCS(=O)(=O)c1ccc2c(c1)n(C)c(=O)c(=O)n2C	101	17	100	-12	96	96	108	14
NC(=O)C1CCN(CC(=O)Nc2nc(-c3ccccc3)cs2)CC1	106	2	100	-1	90	105	105	1
CCN1CCN=C1Nc1ccccc1	98	5	101	-12	94	105	103	-4
COc1cccc(C(=O)/C=C/Nc2ccc(S(=O)(=O)Nc3cccc(C(C)=O)c3)cc2)c1	104	0	104	4	111	102	96	5
CS(=O)(=O)N(CC(=O)N1CCCCCC1)c1ccc(Br)cc1	101	0	100	10	102	97	103	-18
CCCCOc1ccc(C(=O)NNC(=S)NC(=O)CC)cc1	89	0	95	-11	299*	117	77	13
COc1ccc(S(=O)(=O)N2CCN(C(=O)c3cc(-c4ccc(C)cc4)n[nH]3)CC2)cc1	100	4	102	-8	105	99	98	-7
O=C(Nc1ccccc1F)c1ccco1	95	0	95	-2	85	95	95	4
Cc1cc(C)cc(NS(=O)(=O)c2ccc(F)cc2)c1	101	0	101	0	104	101	110	-2
CN1C2CCC1CC(OC(=O)C(CO)c1ccccc1)C2 (stereo not drawn)	100	0	95	10	97	100	86	nt
Cc1ccc(NC(=O)c2cc(-c3ccc4c(c3)OCO4)on2)cc1	106	4	100	9	92	103	94	7
O=P(COCCOCCOCP(=O)(c1ccccc1)c1ccccc1)(c1ccccc1)c1ccccc1	96	1	97	6	106	101	92	-7
CS(=O)(=O)N(CC(=O)Nc1ccc2c(c1)OCO2)c1ccc2c(c1)OCO2	95	0	102	10	100	99	89	-25
CCC(CC)NC(=O)CCCSc1nc2ccccc2[nH]1	97	0	97	6	96	104	nt	121
CCOc1ccc(CCNC(=O)C2CC(=O)N(c3ccccc3OCC)C2)cc1OCC (stereo not drawn)	109	0	113	5	107	116	114	5
